Screening data (PubChem BioAssay)
TDP1 cell noCPT: qHTS for Inhibitors of human tyrosyl-DNA phosphodiesterase 1 (TDP1): qHTS in cells in absence of CPT. 15% of 420,000 active. DT40 Tdp1-/- hTDP1 cells, no CPT, ATP luminescence, 48 h. Potency, µM (top dose mostly 46.2 µM), for the others: top-dose activity change, negative = growth inhibition, most hits filed as inhibitors; further: nearly all actives have a fitted effect of over 55% in size
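Growth of hTDP1-complemented DT40 Tdp1-knockout cells is measured by ATP luminescence after at least 48 hr compound exposure at 37 °C, with DMSO substituting for the 20 nM CPT used in the parallel screen.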
TDP1 block: inhibitors of human tyrosyl-DNA phosphodiesterase TDP1; Q9NUW8; recombinant TDP1, AlphaScreen DNA substrate cleavage; Potency, µM (titrated, usually from 130 µM), for inactives: top-dose activity change, negative = inhibition, hits mostly inhibitors; 0.28% of 350,000 active; further: nearly all actives have a fitted effect of over 40% in size
Target sequence (Q9NUW8 whole entry, looked up): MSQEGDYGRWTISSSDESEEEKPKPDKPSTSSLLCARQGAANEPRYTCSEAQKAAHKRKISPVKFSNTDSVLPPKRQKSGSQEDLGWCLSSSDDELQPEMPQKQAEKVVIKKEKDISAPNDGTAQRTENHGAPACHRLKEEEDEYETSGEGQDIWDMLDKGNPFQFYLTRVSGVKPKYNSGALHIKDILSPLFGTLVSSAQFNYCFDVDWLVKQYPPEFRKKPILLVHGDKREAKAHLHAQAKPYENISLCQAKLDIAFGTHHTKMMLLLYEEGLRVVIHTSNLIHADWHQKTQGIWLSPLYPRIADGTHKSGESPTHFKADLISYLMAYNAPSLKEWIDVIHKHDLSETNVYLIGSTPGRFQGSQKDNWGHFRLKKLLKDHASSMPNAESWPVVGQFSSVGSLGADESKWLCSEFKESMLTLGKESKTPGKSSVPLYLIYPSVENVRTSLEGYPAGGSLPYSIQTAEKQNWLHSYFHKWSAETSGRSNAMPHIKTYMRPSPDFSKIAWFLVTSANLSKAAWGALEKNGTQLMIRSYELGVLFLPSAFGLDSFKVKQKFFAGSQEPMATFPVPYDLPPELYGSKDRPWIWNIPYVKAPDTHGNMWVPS
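Compounds were preincubated with Tdp1 (1 nM final) for 15 min at room temperature before substrate (15 nM final) started a 5 min reaction; beads (10 ug/ml final) were then added for 10 min before AlphaScreen detection.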
N370S GC: N370S glucocerebrosidase modulation, Gaucher chaperone candidate. 0.092% of 330,000 active. N370S GC spleen homogenate, 4MU-glucoside fluorescence. Potency, µM (highest dose often 59.4 µM), for the others: top-dose activity change, negative = inhibition, most hits filed as inhibitors. P04062;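 further: 0% = full enzyme activity and -100% = no enzyme basal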
* marks the source's active call; other numbers are inactive results; ? = inconclusive; . = no result given; & = joins results of further samples; [ ] = another dose, or the depositor's remark. The call rests on the fitted dose curve; in most records, active means well fitted curve in the direction sought with a large enough effect; inconclusive means small, poorly fitted or top-dose-only effect, or another doubt; inactive means no such curve, though single readings can be large; an effect the other way counts as inactive or inconclusive. Unless noted, on the % scale 0 is the no-effect control and ±100 the full control effect; potency means the concentration at half of the fitted maximal effect. This is a subset; rates above refer to the full screens.

no. | mol | TDP1 cell noCPT | TDP1 block | N370S GC
1 | COc1ccc(NC(=O)CSc2cc(C)nc3c(-c4ccccc4)cnn23)cc1 | ? | 5% | 2%
2 | Cc1cc(NS(=O)(=O)Cc2ccccc2)cc(C)c1OCC(=O)N1CCOCC1 | -6% | 2% | -4%
3 | CCc1nc(SCC(=O)Nc2ccccc2C(=O)OC)n[nH]1 | -8% | 7% | -1%
4 | O=C(COc1cc2oc(=O)c3c(c2cc1Cl)CCC3)NCC1CCC(C(=O)O)CC1 (stereo not given) | 12% | 3% | 14%
5 | NC(=O)c1ccccc1NC(=O)C1CCCN(c2ncnc3onc(-c4ccc(F)cc4)c23)C1 (stereo not given) | 15µM* | 0% | .
6 | O=C(OCc1c(F)cccc1Cl)c1cc([N+](=O)[O-])ccc1N1CCOCC1 | ? | -11% | ?
7 | O=C(CN1C(=O)NC2(CCCCCC2)C1=O)c1ccc(Cl)s1 | ? | 1% | 2%
8 | CSc1ccccc1NC(=O)CN(c1cc(C)cc(C)c1)S(C)(=O)=O | -22% | 8% | ?

Ordered by formula weight (largest number first): 3 of the compounds above.
no. | mol | TDP1 cell noCPT | TDP1 block | N370S GC
4 | O=C(COc1cc2oc(=O)c3c(c2cc1Cl)CCC3)NCC1CCC(C(=O)O)CC1 (stereo not given) | 12% | 3% | 14%
2 | Cc1cc(NS(=O)(=O)Cc2ccccc2)cc(C)c1OCC(=O)N1CCOCC1 | -6% | 2% | -4%
8 | CSc1ccccc1NC(=O)CN(c1cc(C)cc(C)c1)S(C)(=O)=O | -22% | 8% | ?

Following part:
no. | mol | TDP1 cell noCPT | TDP1 block | N370S GC
9 | O=C(NCc1n[nH]c(=S)n1-c1cccc(C(F)(F)F)c1)c1ccc(S(=O)(=O)N2CCCCC2)cc1 | 0% | 1% | -7%
10 | CCOC(=O)N1CCN(C(=O)C(NC(=O)C2CCC(C)CC2)C(C)C)CC1 (stereo not given) | -18% | -1% | 2%
11 | CN(C(=O)c1nn(C)c2c1CS(=O)(=O)c1ccccc1-2)c1cccc(Cl)c1 | ? | 3%&-5% | 7%
12 | COc1ccccc1N=Nc1c(C)[nH][nH]c1=O | -14% | . | -12%
13 | O=C(Cc1ccc([N+](=O)[O-])cc1)Nc1cccnc1 | 18% | 4% | 2%
14 | CCOC(=O)C(NC(C)=O)C(=O)O (stereo not given) | -6% | 2% | .
15 | O=C(Nc1ccc2nc(SCC(=O)N3CCOCC3)sc2c1)c1cccc(Br)c1 | 8.2µM* | 3% | .
16 | O=C(Nc1ccc2nc(-c3ccccc3)[nH]c2c1)c1cccs1 | 13µM* | 3% | -3%
17 | COc1cccc(NC(=O)CN(C)C(=O)c2cc(-c3ccc(F)cc3)nc3ccccc23)c1 | ? | 0% | 1%
18 | COc1ccccc1OCC(=O)Nc1nc(-c2ccc(Br)cc2)ns1 | -29% | 6% | .
19 | O=C(NNC1=Nc2ccccc2SC1)c1ccccc1F | ? | 6% | 1%
20 | CC(C)N1CCC(N2CCN(C3CCCC3)CC2CCO)CC1 (stereo not given) | -8% | 0% | -9%
21 | CCOC(=O)c1sc(C)c2c(=O)n(CCc3ccccc3)nnc12 | -22% | 5% | 8%
22 | CN(C)c1cccc(C(=O)n2cc(C(=O)c3cc(F)ccc3O)cn2)c1 | ? | 7% | 4%
23 | C=CCOc1ccc(C2/C(=C(\O)c3ccc4c(c3)CC(C)O4)C(=O)C(=O)N2CCN2CCOCC2)cc1OCC (stereo not given) | 0% | 6% | 7%
24 | OC[C@H]1O[C@@H](n2cnc3c(N[C@H]4C[C@H]5CC[C@@H]4C5)ncnc32)[C@H](O)[C@@H]1O | 0% | 7% | 5%
25 | O=C(OCC(=O)N1CCc2ccccc21)c1ccccc1 | -27% | -1% | 5%
26 | N#Cc1sc(NCc2ccccn2)nc1Cl | -6% | . | -4%
27 | Cc1nnc(SCCc2ccccc2)[nH]c1=O | ? | -2% | -2%
28 | COc1ccc(N(C)C(=O)c2cc3c(s2)-c2c(C)cccc2OC3)c(OC)c1 | 21µM* | 5%&7% | 17%
29 | CC(C)CCN1C(=O)CCC1(C)C(=O)NC1CCCCCCC1 (stereo not given) | -9% | 4% | 1%
30 | Cc1ccc(NC(=O)c2ccc(N3C(=O)C4CC=C(Cl)CC4C3=O)cc2)cc1 (stereo not given) | 16µM* | 1% | 4%
31 | Cc1cc(OC(=O)c2ccccc2F)c([N+](=O)[O-])c(=O)[nH]1 | 4% | 5% | -3%
32 | O=C(CCc1ccccn1)N1CCCC(CNS(=O)(=O)c2cccs2)C1 (stereo not given) | 8% | 2% | 2%

Complete entries from above:
Record of Cc1ccc(NC(=O)c2ccc(N3C(=O)C4CC=C(Cl)CC4C3=O)cc2)cc1 (stereo not given) → TDP1 cell noCPT: 16µM*; TDP1 block: 1%; N370S GC: 4%
Record of CCc1nc(SCC(=O)Nc2ccccc2C(=O)OC)n[nH]1 → TDP1 cell noCPT: -8%; TDP1 block: 7%; N370S GC: -1%

(listing goes on)
no. | mol | TDP1 cell noCPT | TDP1 block | N370S GC
33 | CCN(CC(=O)Nc1ccc2c(c1)OCCO2)C(=O)CC(NC(C)=O)c1ccccc1 (stereo not given) | 7% | . | -1%
34 | O=C(COc1cccc(C(F)(F)F)c1)Nc1ccc(S(=O)(=O)N2CCCC2)cc1 | ? | 7% | -3%
35 | CCN(CC)c1ccc(C(=O)NCc2ccc3c(c2)CCN3C(=O)c2ccccc2)cc1 | 23µM* | -1% | .
36 | O=C1CCN(C(=O)Nc2cccc(Cl)c2)N1 | 0% | 9% | 0%
37 | O=C(CS(=O)(=O)Cc1ccccc1)N1CCN(C(=O)c2ccco2)CC1 | -13% | 3% | -10%
38 | O=C(O)C(Cc1ccccc1)N1C(=O)/C(=C/c2cccnc2)SC1=S (stereo not given) | -2% | -8% | -7%
39 | N#CC(C(=O)c1ccccc1)=C1SCCS1 | -10% | 6% | 1%
40 | CCCn1nc(C(=O)N(C)CC(=O)Nc2ccc(OCC)c(OCC)c2)c2ccccc2c1=O | -15% | 0% | .
41 | COc1cc(C(CCN2CCCCC2)c2c(OC)cc(OC)c3c(-c4ccccc4)cc(=O)oc23)cc(OC)c1OC (stereo not given) | ? | 8%&0% | -26%&-26%
42 | CCOC(=O)CNC(c1ccccc1)c1cc(Br)ccc1NC(=O)OCC (stereo not given) | ? | 5% | 16%
43 | CCOc1ccc2nc(C)cc(Nc3ccc(N4CCOCC4)cc3)c2c1 | . | 5% | 0%
44 | Cc1ccc(-c2nc(CS(=O)CC(=O)NCc3ccc(F)cc3)c(C)o2)cc1 (stereo not given) | -29% | 5% | -12%
45 | CCOc1ccc(CNC(=O)c2cc3ccccn3n2)cc1 | -14% | 5% | .
46 | O=C(NC1CCS(=O)(=O)C1)c1cnccn1 (stereo not given) | 10% | -3% | 1%[12.8 µM]
47 | CCN(CC)C(=S)SCC(=O)Nc1ccc(F)cc1 | ? | -4% | 20%
48 | CCOC(=O)c1cnc(SC2CC(=O)N(c3cccc(OC)c3)C2=O)nc1N (stereo not given) | ? | 9% | -6%
49 | Cc1ccc(-c2nc3ccccn3c2NC(=O)c2ccco2)cc1 | 0% | 7% | 0%
50 | Cc1ccsc1/C=N/Nc1ncnc2nc[nH]c12 | ? | 6% | 8%
51 | CCOc1ccc(NC(=O)COC(=O)C23CC4CC(CC(C4)C2)C3)c([N+](=O)[O-])c1 | ? | 8% | 2%
52 | CN(CCc1ccccn1)C1CCCN(S(=O)(=O)c2ccc(F)c(Cl)c2)C1 (stereo not given) | -3% | 2% | -5%
53 | CC(/C=C/c1ccccc1F)=N\NC(=O)c1ccc(Cl)cc1 | 15µM* | 5% | 16%
54 | N#C/C=C\Oc1ccc(Cl)cc1N | ? | 8% | -10%
55 | c1coc(-c2nc3c4c5c(sc4ncn3n2)CCCC5)c1 | -28% | 1% | 7%
56 | COc1cccc2cc(C(C)N(CCCN3CCOCC3)C(=S)Nc3cc(C)cc(C)c3)oc12 (stereo not given) | -16% | 1% | ?
57 | CCOC(=O)N1C2=NC(C(=O)OC)=C(C(=O)OC)[C@@H]3N(C)c4ccc(OC)cc4[C@]23C[C@H]1C(=O)OC | ? | -2%[12.3 µM] | -12%[12.8 µM]
58 | O=C(Cc1ccccc1)NNC1CC(=O)N(c2ccc(Oc3ccccc3)cc2)C1=O (stereo not given) | -14% | . | -2%
59 | CCOC(=O)Cn1ccc(NC(=O)c2ccc3c(c2)OCO3)n1 | ? | 2% | -1%
60 | CN(Cc1nc(Cc2ccccc2F)no1)[C@@H]1CS(=O)(=O)C[C@H]1O | -3% | 1% | -9%
61 | O=C(NCC(=O)N1CCN(Cc2ccccc2)CC1)c1cc(Cl)cc([N+](=O)[O-])c1 | ? | 0% | .
62 | COCc1ccc(-c2c(-c3ccccc3OC)sc3cc4c(cc23)OCO4)cc1 | -28% | 0% | .
63 | CCOC(=O)C1CCCN(c2nc3ccccc3nc2C(C#N)C(=O)OCC)C1 (stereo not given) | 23µM* | 0% | 8%
64 | CC(C)(C)OC(=O)N[C@@H](Cc1ccccc1)C(=O)NCC1CCC(C(=O)N[C@@H](CC(=O)O)C(=O)O)CC1 (stereo not given in full) | 12% | . | 2%
65 | CC1C(=O)C(C)C(c2ccc3c(c2)OCO3)NC1c1ccc2c(c1)OCO2 (stereo not given) | ? | 3% | 5%
66 | Cc1[nH]c2ccc(-c3n[nH]c(=S)n3-c3ccc(Br)cc3)cc2c1C | -21% | 6% | -16%
67 | Cc1ccc(C2CC(c3cccc(Cl)c3)n3nc(N)nc3N2)cc1 (stereo not given) | 18µM* | 9% | -1%
68 | Cc1cccc2c(C(=O)N3CCN(c4ccccn4)CC3)cc(-c3cccc(Br)c3)nc12 | -24% | 2% | -6%
69 | CC1CCN(C(c2ccccc2)c2nnnn2C(C)(C)C)CC1 (stereo not given) | ? | 7% | -1%
70 | CCC(CO)Oc1cc(NCc2ccccn2)c2ncn(C(C)C)c2c1 (stereo not given) | -7% | 2% | .
71 | COc1cc(OC)cc(-c2nc3nc(C)c(CCC(=O)NCc4ccco4)c(C)n3n2)c1 | ? | 0% | 21%
72 | O=C(O)c1cccc(Cl)n1 | 5% | . | 0%

Reprinted at random: 6 records from the list
no. | mol | TDP1 cell noCPT | TDP1 block | N370S GC
72 | O=C(O)c1cccc(Cl)n1 | 5% | . | 0%
67 | Cc1ccc(C2CC(c3cccc(Cl)c3)n3nc(N)nc3N2)cc1 (stereo not given) | 18µM* | 9% | -1%
66 | Cc1[nH]c2ccc(-c3n[nH]c(=S)n3-c3ccc(Br)cc3)cc2c1C | -21% | 6% | -16%
68 | Cc1cccc2c(C(=O)N3CCN(c4ccccn4)CC3)cc(-c3cccc(Br)c3)nc12 | -24% | 2% | -6%
70 | CCC(CO)Oc1cc(NCc2ccccn2)c2ncn(C(C)C)c2c1 (stereo not given) | -7% | 2% | .
65 | CC1C(=O)C(C)C(c2ccc3c(c2)OCO3)NC1c1ccc2c(c1)OCO2 (stereo not given) | ? | 3% | 5%

New compounds follow
no. | mol | TDP1 cell noCPT | TDP1 block | N370S GC
73 | NC(=O)CC(NC(=O)c1cccc(Br)c1)c1ccc(N2CCCCCC2)c([N+](=O)[O-])c1 (stereo not given) | 6.5µM* | . | -8%
74 | CN1CCN(C(=O)c2cnn(-c3ccccc3)c2NC(=O)c2ccc([N+](=O)[O-])cc2)CC1 | 5% | -13%[0.0935 µM] | -11%
75 | COc1ccc(CCNC(=O)CSc2nnc(-c3ccc(F)cc3)c3ccccc23)cc1OC | ? | 3% | 5%
76 | CCCCc1cc(=O)oc2c(CN3CCCC3)c(O)c(Cl)cc12 | -9% | -2% | ?
77 | COc1ccc(/C=C/C(=O)NC2CCS(=O)(=O)C2)cc1 (stereo not given) | 13% | . | 0%
78 | CCOC(=O)c1cccc(NS(=O)(=O)c2ccc(-c3coc(C)n3)cc2)c1 | ? | 5% | .
79 | O=C(NCc1ccco1)c1cc(S(=O)(=O)N2CCOCC2)ccc1Br | -15% | 2% | -2%
80 | COC(=O)CSc1nc(-c2ccccc2)nc2ccc(F)cc12 | 2% | 3% | -5%
81 | CCOC(=O)c1oc2ccccc2c1NC(=O)c1ccc(S(=O)(=O)N(C)C)cc1 | -11% | -2% | -3%
82 | CCN(CC(=O)Nc1c(F)cccc1F)C(=O)CCC(=O)c1ccc(C)cc1 | -5% | . | 3%
83 | Cc1ccccc1CC1(CO)CCCN(C(=O)c2cc(-c3ccccc3)no2)C1 (stereo not given) | 29µM* | 5% | 9%
84 | CCCCC(=O)Nc1ccc(C(=O)NNC(=O)CCc2ccccc2)cc1 | 2% | . | 1%
85 | O=C(CNC(=O)c1[nH]cnc1C(=O)NC(c1ccccc1)c1ccccc1)OCc1ccccc1 | -11% | . | 27%
86 | c1ccc(-n2c(-c3ccncc3)nnc2-c2cccs2)cc1 | -13% | 1% | 10%
87 | O=C(NCCCN1CCCC1=O)c1ccccc1OCc1ccc(Cl)cc1Cl | ? | -1% | .
88 | CCCOc1ccc(Cc2c(O)nc(N)[nH]c2=O)cc1C | -1% | . | -2%
89 | Cc1ccc(NC(=O)c2ccccc2Br)cc1S(=O)(=O)N(C)C | -24% | 1% | 15%
